sdo1 growth = restores growth of sdo1-depleted yeast; 0.21% of 140,000 active; z-score at 10 µM; S. cerevisiae sdo1-depleted JHY4D growth rescue, OD600 30 h; hits give high values; pdr5 snq2 efflux-pump mutant strain;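 active = z-score above 3 at both the 24 hr and the 30 hr optical density reads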;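 note: z-score against mean and SD of all compound wells on the same plate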
INS promoter inh = TRM-6 insulin promoter activity inhibition | inhibition, % at 2 µM | 0.9% of 130,000 active | AID 1273 | TRM-6 cells (human fetal islet line), insulin promoter-eGFP reporter, imaging; reporter expression induced with tamoxifen;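 active = inhibition above the mean plus 3 SD, with well images judged a real hit on visual review, cut at about 60% in these data, passing the limit was not always enough; inconclusive = inhibition over the cutoff but images rejected on review; inactive = inhibition not above the cutoff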
sdo1 growth Rescue 24 h = second read-out of sdo1 growth, no call of its own (marks repeat the call); z-score; S. cerevisiae sdo1-depleted JHY4D growth rescue, OD600; measured here: growth rescue at 24 h;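 0 is the plate mean of compound wells and units are plate SD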
Active calls of the source: *; ? = inconclusive; / = not tested or not shown.

compound	sdo1 growth	sdo1 growth Rescue 24 h	INS promoter inh
COc1ccc(OC)c(/C=N/NC(=O)CCN2CCN(C(c3ccccc3)c3ccccc3)CC2)c1	-0.81	-0.97	/
NNC(=O)CCS(=O)(=O)c1ccc2ccccc2c1	0.42	0.63	-450.0
COc1ccc(-c2nc(C#N)c(N3CCN(c4ccccc4)CC3)o2)cc1	-2.1	-1.19	/
O=C(Cc1c(C(=O)O)[nH]c2ccccc12)NCCN1CCN(c2ccccc2F)CC1	1.05	0.43	/
CC(NC(=O)/C=C/c1ccco1)c1nc2ccccc2n1Cc1cccc(Cl)c1 (stereo not given)	-0.87	-0.4	/
O=C(CSc1nnc(-c2cccnc2)s1)Nc1ccc(C(=O)O)cc1	0.34	-0.24	/
COc1ccc(-c2c(C)n([O-])c3c([n+]2=O)CCC3)cc1OC	0.11	-0.13	31.4
CCOCCCNC(=O)c1[nH]c(C)c(C(C)=O)c1C	0.73	-0.17	61.5
COc1cc(OC)c2c(N)c(C#N)c(C(F)(F)C(F)(F)F)nc2c1	-0.71	-0.73	-1.7
c1ccc(CCNc2nc3ccccc3s2)cc1	-2.9	-1.57	25.0
CCc1ccc(OCCCOc2ccc(C=O)cc2)cc1	-0.03	0.19	-385.7
CCOc1ccc(NC(=O)CCSc2nc3c(c(CC)c2C#N)C(=O)CC(C)(C)C3)cc1	-0.74	-0.59	-5.4
COc1cccc([C@@H]2Oc3ccc(OC)cc3C(=O)[C@H]2OC(=O)Nc2cc(OC)c(OC)c(OC)c2)c1	0.1	-0.06	15.0
COc1ccc(Oc2c(C)oc3c(CN4CCOCC4)c(O)ccc3c2=O)cc1	0.27	-0.19	-3.9
O=C(Nc1ccc(F)cc1F)N1CCCCC1c1cccnc1 (stereo not given)	0.08	-0.19	/
N#Cc1ccc(CSCC(=O)NN=C2CCCC2)cc1	/	/	-100.0
COc1ccc2c(c1)C(=NN)c1cc(OC)ccc1-2	0.61	1.6	-54.3
Cc1cc(Cl)ccc1OCC(=O)NCCCCc1ccccc1	-0.91	-1.94	/
CSc1ccccc1Sc1cc(C(=O)O)c2ccccc2n1	0.73	0	43.8
CCC(NC(=O)Nc1nccs1)(C(F)(F)F)C(F)(F)F	-0.07	-0.2	-16.7
CCCCn1c(-c2ccoc2C)n[nH]c1=S	0.26	-0.38	-7.0
CCOC(=O)N1CCN(C(=O)c2sc3nc(-c4ccc(F)cc4)cn3c2C)CC1	0.56	2.04	/
C=CCc1cc(C(=O)N2CCCCC2)ccc1O	0.91	0.17	14.3
COc1ccc(C(=O)ON=C2CCN(C)CC2)cc1	/	/	-6.7
COc1ccc(-c2nc(C#N)c(NCC3CCCO3)o2)cc1OC (stereo not given)	-0.54	-1.22	38.9
Cc1ccc(F)cc1NC(=O)c1cnccn1	/	/	-28.6
COc1ccccc1CNC(=O)CCn1c(=O)oc2ccccc21	-0.4	-1	/
c1csc(-c2nc3c4ccccc4c4ccccc4c3[nH]2)c1	-2.16	-0.85	40.0
CCOC(=O)C1CCN(c2c(NC3CCCCCCC3)c(=O)c2=O)CC1	0.12	0.3	/
O=c1cc(C(F)(F)F)nc(-n2[nH]c3c(c2=O)CCCC3)[nH]1	0.77	-0.12	28.6
Cc1ccc(NC(=O)Cn2cccc2)c(Br)c1	0.54	0.13	/
O=C(CSc1nnc(-c2ccccc2Br)o1)N1CCc2ccccc2C1	-0.89	-1	/
COc1ccnc(Oc2ccc(F)cc2)c1C(=O)N/C=N/OCc1ccc(F)cc1	-0.46	-0.58	-11.1
C[C@H](N)c1nnc(SCc2c(Cl)cccc2Cl)o1	0	-0.7	53.9
COC(=O)C1C(=O)C2=C(CC1C)NC(C)=C(C(=O)OCc1ccc(OC)cc1)C2c1ccc(C)o1 (stereo not given)	0.4	0.17	-205.0
COCC(=O)Oc1c(Sc2ccccc2[N+](=O)[O-])c(C)nn1C(C)(C)C	/	/	-46.7
COc1cc(/C=C2\C(=O)N(CCC#N)N=C2C)c(Br)cc1OC(C)C	-0.87	-1.27	/
COc1cc(/C=N/NC(=O)CSc2cc(C)c(Br)cc2C)ccc1O	-0.83	-0.41	5.4
CCOC(=O)Nc1ccc([N+](=O)[O-])cc1OC	/	/	15.4
CNc1nc(-c2ccc([N+](=O)[O-])cc2)cs1	1.22	1.09	/
CC12c3ccccc3C(c3ccccc31)C1C(=O)N(Cc3cccnc3)C(=O)C12 (stereo not given)	-0.63	-0.57	0.0
CCCCC(=O)Nc1ccc(C(=O)NNC(=O)c2ccccc2Br)cc1	0.47	-0.28	-16.1
CC(=O)c1ccc(C(=O)N2CCCC(CCC(=O)N(C)CCc3ccccn3)C2)s1 (stereo not given)	/	/	7.3
COc1ccc(/C=C/C(=O)Nc2c(C)nn(C)c2C)cc1COc1ccc(Cl)cc1Br	-1.51	0.13	-47.4
CCOC(=O)C1(CCC(C)C)CC(CSc2nc3ccccc3[nH]2)OC1=O (stereo not given)	-0.59	0.4	-17.8
CCOC(=O)c1cnc(SC)nc1Sc1ccccc1	-0.75	-0.63	17.9
Cc1[nH]n(-c2ccccc2)c(=O)c1/C=N/NC(=O)COc1ccccc1[N+](=O)[O-]	1.49	1.42	-24.2
Cc1ccc(-c2nc(-c3cccnc3)sc2CC(=O)Nc2ccc(C)c(Cl)c2)cc1	-0.34	-0.01	0.0
CC1CN(C(=O)Nc2ccc3c(c2)OCO3)CC(C)O1 (stereo not given)	-0.6	-0.58	/
Cc1csc(NC(=O)CS(=O)(=O)c2ccccc2)n1	/	/	?
COCCCN1C(=O)c2[nH]nc(-c3ccccc3O)c2C1c1ccc(Cl)cc1 (stereo not given)	1.17	0.39	/
CCOC(=O)c1cc2c(=O)n3cccc(C)c3nc2n(Cc2ccco2)c1=NC(=O)c1ccccc1	-0.72	0.34	17.1
COc1ccc(Cl)cc1-c1n[nH]c(=S)n1C	0.06	-0.47	19.4
Cc1cc(C)n2cc(CSc3ccc(Br)cc3)nc2n1	/	/	-50.0
CCCCNC(=O)NS(=O)(=O)c1ccc(C(=O)OC)o1	0.48	0.47	-8.1
CN(C)S(=O)(=O)Nc1ccc2c(c1)Cc1ccccc1-2	-0.76	-1.15	/
COC(=O)C(CC(C)C)NC(=O)c1ccc(F)cc1 (stereo not given)	1.61	1.03	-28.6
CCCCC1NC(C(=O)O)CS1 (stereo not given)	1.79	0.78	?
Cc1cccc(N(Cc2ccccc2F)S(C)(=O)=O)c1	0.79	1.19	12.5
CN(C)C(=O)C1(c2ccccc2)CCN(S(=O)(=O)c2ccccc2)CC1	1.19	2.05	-5.3

Random excerpt: four entries already listed
compound	sdo1 growth	sdo1 growth Rescue 24 h	INS promoter inh
COc1cc(/C=N/NC(=O)CSc2cc(C)c(Br)cc2C)ccc1O	-0.83	-0.41	5.4
Cc1ccc(NC(=O)Cn2cccc2)c(Br)c1	0.54	0.13	/
CCOC(=O)c1cnc(SC)nc1Sc1ccccc1	-0.75	-0.63	17.9
COc1cc(/C=C2\C(=O)N(CCC#N)N=C2C)c(Br)cc1OC(C)C	-0.87	-1.27	/

The list continues:
compound	sdo1 growth	sdo1 growth Rescue 24 h	INS promoter inh
O=C(NCCOc1ccccc1Cl)C(=O)c1c[nH]c2ccccc12	/	/	0.0
COc1ccc(CNC(=S)Nc2ccc(OC)cc2)cc1	-0.14	-0.36	43.6
CCC(=O)NCCc1nc2cc(NC(=O)c3ccccc3OC)ccc2n1C	1.62	2.34	30.8
O=S(=O)(NCc1ccccc1)c1ccc(S(=O)(=O)N(Cc2ccccn2)C2CCCC2)cc1	-0.52	-0.15	-9.5
COc1ccc(OC)c(C2CC(=O)C3=C(C2)NC(=O)CC3c2ccc(O)c(OC)c2)c1 (stereo not given)	0.91	0.04	-6.1
Cn1c(=O)c2c(nc(Oc3ccc4c(c3)OCO4)n2Cc2ccc(F)cc2)n(C)c1=O	-0.8	0.89	/
COC(=O)c1cc(Cl)c(NC(=O)C(C)C)cc1OC	/	/	-42.1
COc1ccccc1CNC(=O)CSc1ccc(-c2cccs2)nn1	/	/	-28.6
O=C1C(=O)N(O)C2CCCCC2N1O (stereo not given)	1.42	1.65	/
Cc1ccc(C(C)C)c(OCc2ccc(-c3nnco3)cc2)c1	0.37	1.24	/
COc1ccccc1NC(=S)N1CC(C)OC(C)C1 (stereo not given)	/	/	-52.9
CCOC(=O)C(C)CC(C)C(=O)N1CCOCCN(C(=O)C(C)CC(C)C(=O)OCC)CCOCC1 (stereo not given)	-0.34	-0.94	-5.6
CCOC(=O)c1ccc(NC(=O)CSc2nnc(CCc3ccc(C)o3)n2-c2ccccc2)cc1	-0.73	0.28	41.4
Cc1ccccc1Nc1nnc(SCC(=O)NC2CCCc3ccccc32)s1 (stereo not given)	-0.42	-0.31	/
CCOc1ccc(N(C(=O)c2cc3ccccc3oc2=O)C2C=CS(=O)(=O)C2)cc1 (stereo not given)	/	/	8.3
COc1cc(NC(=O)c2cc3nc(C)cc(C)n3n2)c(OC)cc1Cl	-1.15	0.05	/
O=C1C2C3C=CC(C4CC34)C2C(=O)N1Cc1ccco1 (stereo not given)	0.95	-0.29	30.0
Oc1ccc(Cl)cc1C=Nc1ccc2c3c(cccc13)CC2	0.29	0.04	-148.2
CCC(C)(C(=O)NC1CCCCC1)N(C(=O)C1CCC(=O)N1)c1ccccc1 (stereo not given)	0.87	0.45	-22.9
COc1cc(Cl)c(C)cc1NC(=O)COc1cc(C)nc(C(C)C)n1	-0.18	-0.48	7.4
COc1ccccc1C(=O)/C=C/c1ccc(N2CCCCC2)c([N+](=O)[O-])c1	-0.39	0.42	59.2
O=C(NCCc1ccccc1)c1cnn2c(C(F)F)cc(C3CC3)nc12	-0.9	-0.38	31.0
Cc1nc2ccccn2c1C(=O)OCC#N	/	/	10.0
CC(=O)Nc1ccc(N=Nc2ccc(O)cc2)cc1	1.21	1.76	21.1
COC(=O)c1sc2nc(SCc3cccc(Cl)c3)n(N)c(=O)c2c1C	-0.66	0.11	-17.2
Cc1ccc(Nc2nc(NCC3CCCO3)nc(N)c2[N+](=O)[O-])cc1 (stereo not given)	-0.98	-1.94	/
Cc1ccc(C(=O)O/N=C(\N)c2nonc2N)cc1	-0.15	-0.89	/
CC(=NCCN1CCNCC1)C1=C(O)CC(C)(C)CC1=O	0.68	-0.15	/
COc1ccc2[nH]c(=O)c(C(c3nnnn3C3CCCC3)N(C)C3CCCCC3)cc2c1 (stereo not given)	-1.63	-1.52	41.2
CO/N=C/c1ccc(Oc2ccc([N+](=O)[O-])cc2[N+](=O)[O-])c(OC)c1	-1.83	-2.4	23.1

Further structures follow:
mol	sdo1 growth	sdo1 growth Rescue 24 h	INS promoter inh
CC(c1cccnc1)N(C(=O)Nc1ccccc1)C1CCCCC1 (stereo not given)	-1.8	-1.36	/
Cc1cccc(NC(=O)N2CCN(Cc3ccc(Cl)cc3)CC2)c1	/	/	-25.0
COc1ccc(CNC(=O)C2CCN(c3nc(OC)nc(OC)n3)CC2)cc1	1.56	1.85	-13.3
CC(C)(C)C(=O)Nc1nc2ccc(S(C)(=O)=O)cc2s1	/	/	-16.7
Cc1ccc(Nc2nc(Cl)nc(N(C)C#N)n2)cc1	0.07	-0.28	-56.5
O=C(c1cccnc1)N1CCN(Cc2ccccc2Br)CC1	0.26	-0.25	50.0
CC(C)(C)c1ccc(C(=O)NCC(=O)OCc2ccc([N+](=O)[O-])cc2)cc1	-0.26	-0.51	/
Cc1cccn2c(=O)c3cc(C#N)c(=N)n(CCCN4CCOCC4)c3nc12	/	/	23.8
Cc1nnsc1SCCNC(=O)c1ccc(F)cc1	0	-1.09	-6.7
O=C(CCCSc1nc2ccccc2[nH]1)NCc1ccccc1	1.06	1.08	/
O=C(O)CSCCc1ccccn1	0.15	-0.38	/
Cc1ccc(NC(=O)Nc2ccc(F)cc2)nc1	-0.92	-0.88	33.3
Cn1ncc([N+](=O)[O-])c1C(=O)N/N=C/c1ccc(F)cc1	1.05	0.73	-27.0
O=C(CSc1ncccn1)N1CCc2ccccc2C1	/	/	-107.1
COc1cc(NC(=O)Nc2cccc([N+](=O)[O-])c2)cc(OC)c1	/	/	-421.1
O=c1c(-c2nnc(SCc3ccc(Cl)cc3Cl)o2)cccn1Cc1ccccc1	-1.96	-0.11	25.0
O=C(Cn1nnc(-c2ccc(S(=O)(=O)N3CCCC3)cc2)n1)NCC1CCCO1 (stereo not given)	0.32	0.27	-17.9

This is a subset; rates above refer to the full screens.
